PTAP TSG101 blk = blocks PTAP/TSG101 interaction to inhibit HIV-1 budding | Fluorescence polarization, FITC-PTAP peptide / Tsg101 binding | Potency, µM (series often up to 115 µM), without a hit: at the highest dose activity change, negative = inhibition, actives largely listed as inhibitors | Q99816 | 340,000 tested, under 10 active; active = well fitted inhibition curve with a large enough effect in the main read-out, with a control signal flat, not every such curve was filed as active; inconclusive = small, poorly fitted or top-dose-only effect, or effect the other way, or a change in a side signal; inactive = no such curve, though single readings can be large or run the other way; note: potency is the fitted concentration of half-maximal effect; % of control where 0% means no effect
Target sequence (Q99816 whole entry, looked up): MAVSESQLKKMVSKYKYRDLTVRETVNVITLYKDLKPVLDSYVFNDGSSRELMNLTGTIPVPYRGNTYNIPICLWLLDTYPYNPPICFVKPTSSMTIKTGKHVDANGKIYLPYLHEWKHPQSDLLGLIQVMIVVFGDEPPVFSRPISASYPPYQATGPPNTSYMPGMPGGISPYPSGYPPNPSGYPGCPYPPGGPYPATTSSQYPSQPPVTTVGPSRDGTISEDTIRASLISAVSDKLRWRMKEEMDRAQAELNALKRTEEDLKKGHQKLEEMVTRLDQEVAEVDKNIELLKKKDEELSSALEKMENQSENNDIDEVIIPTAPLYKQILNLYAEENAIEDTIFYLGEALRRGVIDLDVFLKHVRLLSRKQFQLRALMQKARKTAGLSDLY
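FP read-out: FITC-PTAP peptide, 50 nM final, binding Tsg101 binding domain, 10 uM final; 20 min, r.t.; 10 mM HEPES pH 7.5, 0.15 M NaCl, 0.01% Tween 20, 3 mM EDTA, 0.1 mM TCEP.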
Eya2 inh = Eya2 (human) phosphatase inhibition | O00167 | recombinant Eya2, OMFP fluorescence dephosphorylation (OMFP is methylfluorescein phosphate) | Potency, µM (doses to about 76.9 µM), inactives show at the highest dose activity, negative = inhibition, actives largely listed as inhibitors | actives 0.006% (n = 330,000); note: potency is the fitted concentration of half-maximal effect; % is set by controls: 0 for no effect and ±100 for the full control effect
Target sequence (O00167 whole entry, looked up): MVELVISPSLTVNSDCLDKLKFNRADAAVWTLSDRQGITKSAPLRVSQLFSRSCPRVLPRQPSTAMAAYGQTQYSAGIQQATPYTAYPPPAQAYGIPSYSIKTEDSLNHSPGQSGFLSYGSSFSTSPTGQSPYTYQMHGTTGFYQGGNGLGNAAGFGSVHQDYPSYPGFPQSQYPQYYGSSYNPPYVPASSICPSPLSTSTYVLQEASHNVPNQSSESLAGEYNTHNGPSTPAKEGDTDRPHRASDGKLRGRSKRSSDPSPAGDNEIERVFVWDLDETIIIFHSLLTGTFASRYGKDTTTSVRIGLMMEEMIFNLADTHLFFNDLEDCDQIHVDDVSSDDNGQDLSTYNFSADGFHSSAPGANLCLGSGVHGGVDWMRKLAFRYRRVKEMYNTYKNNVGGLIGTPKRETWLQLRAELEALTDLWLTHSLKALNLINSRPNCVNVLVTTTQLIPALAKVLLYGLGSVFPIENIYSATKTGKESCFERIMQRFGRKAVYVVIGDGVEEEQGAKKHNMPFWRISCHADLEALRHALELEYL
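Eya2 protein (added as 0.2 uM solution) was preincubated with compound for 10 min at ambient temperature in 50 mM HEPES pH 7.5, 50 mM NaCl, 5 uM MgCl2, 0.05% BSA, 1 mM DTT. OMFP (added at 50 uM) then reacted 10 min; fluorescence read at 485/525 nm.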
Tb PFK inh = blocks T. brucei phosphofructokinase. T. brucei PFK, ADP-Glo luminescence. O15648. Potency, µM (doses to about 57.5 µM), inactives show at the highest dose activity, negative = inhibition, actives largely listed as inhibitors. actives 0.17% (n = 330,000);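 note: potency is the fitted concentration of half-maximal effect; 0% = uninhibited 1x PFK enzyme wells and -100% = no-enzyme wells; nearly all actives have a fitted effect of over 60% in size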
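Activity is normalized to no-enzyme wells (full inhibition) and 1.25 nM enzyme wells (no inhibition). Reaction: 0.5 mM F6P, 0.1 mM ATP, 45 min RT, ADP-Glo luminescence; concentration-response curves fitted and classed by quality.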
Chronic BCR inh = blocks chronic active B-cell receptor signaling | ABC-DLBCL IkBa-CBG/CBR reporter, luminescence ratio, 4 h | Potency, µM (highest dose often 46.1 µM), inactives show top-dose ratio change, negative = lower green/red ratio, hits mostly inhibitors | actives 0.05% (n = 340,000) | AID 493014; active = well fitted inhibition curve with a large enough effect in the signal ratio, with a control signal flat, not every such curve was filed as active; inconclusive = small, poorly fitted or top-dose-only effect, or effect the other way, or a change in a side signal; the % refers to the signal ratio;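 note: potency is the fitted concentration of half-maximal effect; plate controls were basal doxycycline-induced cells for no effect and cells given 10 µM MG132 for full effect; MG132 reads +100%, hits lower the ratio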
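Concentration-response series (up to 46 uM) were applied to TMD8 dual-reporter cells for 4 h at 37C with doxycycline. Green/red ratio, after filter-overlap correction, defined %Activity; red signal alone was normalised to basal cells and zero luminescence.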
Mito fusion yeast = blocks mitochondrial division or promotes mitochondrial fusion; S. cerevisiae fusion-defective mutant growth rescue, CellTiterGlo 48 h; Potency, µM (highest dose often 46.1 µM), without a hit: at the highest dose growth rescue (activation), usual class: activators; actives 0.23% (n = 320,000); AID 485298;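 note: potency is the fitted concentration of half-maximal effect; % of control where 0% means no effect; nearly all actives have a fitted effect of over 45% in size; temperature-sensitive fusion mutants such as fzo1-1 at 37 °C on non-fermentable ethanol glycerol medium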
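Growth-rescue viability read-out: after 48 h at the non-permissive 37C in glycerol/ethanol YPEG, yeast mitochondrial fusion mutants are measured by CellTiterGlo luminescence; compounds (23 nl pinned per well) restoring growth score as division inhibitors or fusion activators.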
ELG1 DNA repair = ELG1-dependent DNA repair inhibition; Potency, µM (top dose mostly 46.1 µM), for inactives: top-dose activity change, negative = inhibition, actives largely listed as inhibitors; HEK293T ELG1-luciferase reporter, luminescence, 16 h; DNA damage induced by 5-fluorouridine; AID 504467; actives 2.3% (n = 330,000); note: potency is the fitted concentration of half-maximal effect; % is set by controls: 0 for no effect and ±100 for the full control effect; nearly all actives have a fitted effect of over 55% in size
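Overnight (16 hr) co-exposure of 2,000 cells/well to 5-fluorouridine and compound at 37 °C preceded detection. Luciferase was quantified via ONE-Glo luminescence; loss of signal denotes inhibition.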
uPA generation = inhibitors of cell surface uPA generation. Potency, µM (titrated, usually from 38.3 µM), inactives show top-dose activity change, negative = inhibition, usual class: inhibitors. cell surface uPA generation assay, qHTS. AID 540303. actives 0.31% (n = 330,000); active = well fitted inhibition curve with a large enough effect; inconclusive = small, poorly fitted or top-dose-only effect; inactive = no such curve, though single readings can be large or run the other way; tested in mouse RAW 264.7 cells; note: potency is the fitted concentration of half-maximal effect; % is set by controls: 0 for no effect and ±100 for the full control effect; nearly all actives have a fitted effect of over 55% in size
TSHR antag = human thyrotropin receptor antagonism | P16473 | TSHR-expressing cells, TSH-stimulated cAMP HTRF, 2 h; hits give low values | activity change, negative = inhibition, % at 11.5 µM | actives 0.2% (n = 330,000);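 active = activity change below a set negative limit, meaning inhibition stronger than a set level, cut at about -70% in these data; inconclusive = activity change between two set negative limits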; note: % is set by controls: 0 for no effect and ±100 for the full control effect
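Antagonism was scored as loss of TSH-driven cAMP in TSHR cells, stimulated with 4nM TSH (EC80) for 2 hours at 37 deg C and detected by homogeneous HTRF competition immunoassay.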
B2AR arrestin = agonists driving beta-arrestin recruitment to human beta2-adrenergic receptor | P07550 | beta-arrestin recruitment to beta2AR, cell-based reporter | Potency, µM (titrated, usually from 46.1 µM), without a hit: top-dose activation, usual class: activators | actives 0.02% (n = 330,000) | AID 492947;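 note: potency is the fitted concentration of half-maximal effect; 0% = DMSO controls and full agonism = EC100 isoproterenol or metaproterenol; nearly all actives have a fitted effect of over 65% in size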
TCR act = activators of T cell receptors | 330,000 tested, under 10 active | primary human leukocytes, anti-CD3, IL-2 HTRF, 48 h | AID 504894 | Potency, µM (series often up to 9.22 µM), for inactives: at the top dose activation of IL-2 secretion, hits mostly activators; note: % of control where 0% means no effect
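Activity was scored as IL-2 release from primary human leukocytes given only a TCR signal (a-CD3 beads) plus compound for 48 hr. Detection used a two-antibody HTRF format read at 665nm.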
USP2a inh = inhibitors of human ubiquitin-specific protease USP2a. USP2 core, Ub-CHOP2 coupled fluorogenic reporter, 485/531. Potency, µM (highest dose often 38.3 µM), inactives show at the top dose activity change, negative = inhibition, hits mostly inhibitors. actives 0.01% (n = 330,000). AID 463254;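 note: potency is the fitted concentration of half-maximal effect; plate controls were DMSO wells for no effect and full inhibition by NEM control for full effect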
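Deubiquitinase activity read as fluorescence (485/531 nm) after Ub-CHOP2 cleavage activates the enterokinase reporter on its substrate; USP2 core 10nM, Ub-CHOP2 and substrate 25nM each, 30min compound preincubation then 60min RT; data normalized to NEM, curves fitted.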
Starred values were filed as active, the others as inactive; ? = inconclusive; . = no result given; & = joins results of further samples; [ ] = another dose, or the depositor's remark. Unless noted, calls come from the whole dose curve; as a rule, active = well fitted curve in the direction sought with a large enough effect; inconclusive = small, poorly fitted or top-dose-only effect, or another doubt; inactive = no such curve, though single readings can be large; an effect the other way counts as inactive or inconclusive.

SMILES	PTAP TSG101 blk	Eya2 inh	Tb PFK inh	Chronic BCR inh	Mito fusion yeast	ELG1 DNA repair	uPA generation	TSHR antag	B2AR arrestin	TCR act	USP2a inh
COc1ccc(-c2oc(NC(C)=O)c(C#N)c2-c2ccc(OC)cc2)cc1	-6%	17%	-1%	-9%	6%	-24%	5%	-8	5.1%	-14%	0%
O=C(COC(=O)CNC(=O)c1ccc(Cl)c([N+](=O)[O-])c1)NC(=O)CN1CCCC1=O	2%	-12%	-1%	18%	-1%	1%	15%	-2	-0.1%	0%	0%
COc1ccccc1NC(=O)C(=N\O)/C(C)=N/O	1%	3%	-3%	-1%	-4%	3%	6%	-3	-0.7%	0%[46.1 µM]	3%
COc1ccc(C(=O)NC2CC(C)(C)Cc3c2cnn3-c2ccccc2)cc1OC (stereo unspecified)	-10%	-5%	1%	-1%	8%	-3%	0%	0	-0.5%	8%	0%
C=CCn1c(O)c(/C=C2\C=NN=C2c2ccccc2)sc1=S	1%	-34%	0%	22%	4%	-30%	-3%	0	0.0%	-7%	2%
NC(N)=NCc1cccc(I)c1	0%	7%&7%	?	-9%	4%&8%	2%	-28%	-7&7	-0.1%	-4%	2%
O=[N+]([O-])c1cc2c(cc1/C=N/n1c(-c3ccccc3)n[nH]c1=S)OCO2	-9%	16%	1%	0%	-2%	25%	2%	-20	-0.4%	5%	1%
Cc1c(NS(=O)(=O)c2cccc(C(=O)N3CCCC3)c2)c(=O)n(-c2ccccc2)n1C	0%	-21%	4%	?	.	0%	2%	.	-0.2%	-1%	5%
COc1cccc(CC(=O)OCC(=O)NC(=O)c2ccc(OC(F)F)cc2)c1	-3%	11%	-7%	10%	0%	?	0%	-11	0.1%	3%	2%
CN(C)CCCNCC(=O)Nc1ccccc1N1CCOCC1	-2%	-6%	-3%	0%	0%	-8%	2%	-4	0.3%	0%	-2%
CC(C)(C)SCCNC(=O)CN(c1ccccc1)S(=O)(=O)c1ccc(F)cc1	-1%	-9%	0%	0%	3%	8%	2%	-5	-0.9%	8%	-1%
CC(Sc1nnc2c(n1)C1(C)CCC2C1(C)C)C(=O)Nc1ccccc1 (stereo unspecified)	-4%	-27%	2%	14%	6%	-3%	-3%	2	0.1%	-3%	1%
CN(CCc1ccccn1)S(=O)(=O)c1ccccc1F	-3%	-8%	2%	-3%	0%	9%	.	2	-0.5%	-2%	2%
Cc1ccc(S(=O)(=O)N2CCC(C(=O)OCC(=O)NCc3ccco3)CC2)cc1C	-2%	-1%	-13%	?	0%	6%	-2%	2	0.0%	0%	2%
CCOc1cc(/C=N/Nc2nc(N3CCCCC3)nc(N3CCCCC3)n2)ccc1OC(=O)c1ccco1	-4%	8%	-1%	-1%	-1%	-4%	13µM*	10	0.2%	-2%	1%
O=C1CC/C=C\C[C@@H](CC(=O)N(CCO)Cc2ccccc2)C(=O)N[C@H](Cc2c[nH]c3ccccc23)CO1	-3%	6%	0%	2%	.	0%	12%	-7	-0.1%	13%	6%
CCCCNC(=O)NS(=O)(=O)c1ccc(C(=O)OC)o1	-3%	-24%	-5%	13%	3%	-6%	9%	-5	-1.8%	7%	0%
COc1ccc(OC)c(C(=O)NC(CC(N)=O)c2ccc(N3CCN(c4ccc(F)cc4)CC3)c([N+](=O)[O-])c2)c1 (stereo unspecified)	-2%	-4%	-1%	15%	-3%	-6%	5%	8	-0.3%	-2%	0%
Cc1ccc(SCCNC(=O)/C=C/c2ccc(Cl)cc2)cc1	-1%	0%	-1%	?	1%	25%	8%	14	0.6%	1%	2%
Cc1ccc(SCC(=O)Nc2nnc(-c3ccco3)o2)cc1	-4%	26%	1%	5%	-1%	0%	-2%	-2	0.4%	-3%	-1%
O=C(C1CCN(c2ccc(N3CCOCC3)nn2)CC1)N1CCN(c2ccc(F)cc2)CC1	-5%	1%	-1%	0%	4%	16µM*	.	-6	-0.5%	2%	0%
COc1ccccc1S(=O)(=O)Cc1ccc(C(=O)NCCN2CCCC2)o1	-6%	19%	-2%	2%	1%	2%	0%	4	-0.7%	1%	3%
Cc1nc(C(=O)N2CCc3c([nH]c4ccccc34)C2c2cc(F)ccc2F)cs1 (stereo unspecified)	-3%	5%	0%	10%	?	0%	-3%	3	-0.6%	2%	-6%
CS(=O)(=O)N1CCN(c2ccccc2NC(=O)c2cccnc2)CC1	-5%	-3%	-4%	?	-2%	18%	5%	2	-0.4%	3%	0%
COc1cccc(OCCOc2ccc(/C=C3\C(=N)N4N=C(S(C)(=O)=O)SC4=NC3=O)cc2OC)c1	-3%	0%	3%	?	-12%	11%	2%	-18	2.4%	-5%	0%
CC(C)=NNc1nc2c(c(=O)[nH]c(=O)n2C)n1CCCc1ccccc1	1%	12%	-15%	-1%	4%	?	-1%	-5	-0.2%	-5%	0%
Cc1cc(Cl)ccc1C(=O)C1CCCN(C(=O)CCn2cncn2)C1 (stereo unspecified)	-7%	3%	2%	3%	2%	2%	-6%	0	-0.3%	0%	2%
Cc1ccsc1/C=N/NC(=O)c1c[nH]c2ccccc12	2%	-5%	-1%	?	-4%	?	6%	-6	0.5%	3%	2%
CCO[C@@H]1OC(C(=O)N2CCCCCCC2)=C[C@H](c2cn(C(C)=O)c3ccccc23)[C@H]1CCCO	-7%	-10%	1%	4%	-4%	?	9%	-8	0.3%	10%	4%
Cc1cc(C)c(C)c(S(=O)(=O)N[C@@H](C)C(=O)OCC(N)=O)c1C	-6%	0%	0%	-4%	11%	-2%	-1%	2	-0.1%	-1%	-2%
O=C(N/N=C/c1ccccn1)c1ccco1	0%	-11%	?	0%	1%	20%	3%	-16	0.5%	-3%	-1%
CC(C)Cn1c2c(c(O)c(C(=O)Nc3ncccc3O)c1=O)CCCC2	-1%	-20%	0%	?	23%	?	-7%	-9	-0.2%	6%	1%
O=C(COc1ccc(/C=N/NC(=O)c2ccncc2)cc1)Nc1ccc([N+](=O)[O-])cc1	-6%	-5%	10%	6%	-1%	3%	0%	-4	0.0%	-4%	1%
CC(C)CN(C(=O)C1=NN(c2ccccc2)C(=O)CC1)c1c(N)n(Cc2ccccc2)c(=O)[nH]c1=O	0%	-17%	-2%	3%	4%	9%	3%	59	-0.5%	-14%	-1%
CC1=NN(C(C#N)c2ccccc2)C(C)(C)C1 (stereo unspecified)	-2%	4%	-2%	1%	1%	12%	9%	14	0.5%	4%	0%
C#CCOCCOCCOCCNc1nc(N2CCN(C(=O)C([C@@H](C)CC)n3cc(C(N)Cc4ccc(O)cc4)nn3)CC2)nc(N2CCN(C(=O)[C@H](CCC(=O)O)n3cc(C(N)Cc4ccc(O)cc4)nn3)CC2)n1 (stereo partly specified)	-2%	4%	-8%	3%	-3%	-6%	-3%	30	0.1%	1%	-1%
CCN1CCN(S(=O)(=O)Cc2ccccc2Cl)CC1	-2%	8%	-1%	0%	-2%	-2%	3%	12	-0.9%	8%	1%
CC(=O)NC1=NN(C(C)=O)C2(CCCCC2)S1	0%	-2%	0%	0%	1%	?	-18%	0	-1.4%	-1%[46.1 µM]	0%
CCCN1Cc2cccc(C(=O)Nc3ccc(S(=O)(=O)N4CCCCCC4)cc3)c2C1=O	-3%	14%	-1%	-1%	2%	-7%	10%	-5	-0.4%	5%	3%
Cc1ccc(NC(=O)CSc2nc(NS(=O)(=O)c3ccc(C)cc3)cc(=O)[nH]2)cc1	-2%	-4%	?	?	1%	-2%	.	-9	0.0%	4%	1%
COCCNC(=O)c1cc(S(=O)(=O)N2CCOCC2)ccc1SCc1cccc(OC)c1OC	-2%	-2%	-3%	-3%	2%	5%	1%	-2	-0.1%	2%	1%
CC1CN(c2cc(=O)n(-c3cccc(Br)c3)c(=O)[nH]2)CC(C)O1 (stereo unspecified)	-1%	-20%	1%	1%	1%	4%	-1%	-3	0.0%	-4%	-1%
O=c1c(Cc2ccc(F)cc2)c(O)ccn1C1CC1	-5%	9%	-2%	-1%	-2%	-9%	-4%	19	0.1%	-2%	0%
Clc1ccc(CSc2nnc([C@@H]3CCCN3)o2)cc1	0%	8%	-4%	?	-3%	10%	-3%	12	-0.8%	0%	0%

Bioassay records: PubChem, National Center for Advancing Translational Sciences (NCATS)
